LDHA block = blocks human lactate dehydrogenase A. P00338. purified LDHA, NADH/diaphorase-resazurin fluorescence; active compounds read low. activity change, % (values are at about 110 or 230 µM). 0.15% of 480,000 active. AID 1347041; in the data active = activity change below about -30%;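 also: plate controls were DMSO wells for no effect and wells without enzyme for full effect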
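Enzyme activity of human lactate dehydrogenase 5 (2 nM; 0.06 mM NADH, 0.2 mM pyruvate, 5 min, RT) is measured via a resazurin/diaphorase fluorescence readout of residual NADH.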
D2 PAM = positively modulates the human D2 dopamine receptor allosterically; P14416; HEK293 T-REx D2, calcium flux, EC20 dopamine potentiation; potentiation, % at 10 µM; 0.34% of 340,000 active;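 active = potentiation over 3 SD above the plate norm, cut at about 30% in these data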; also: 0% is about no effect
Target sequence (P14416 whole entry, looked up): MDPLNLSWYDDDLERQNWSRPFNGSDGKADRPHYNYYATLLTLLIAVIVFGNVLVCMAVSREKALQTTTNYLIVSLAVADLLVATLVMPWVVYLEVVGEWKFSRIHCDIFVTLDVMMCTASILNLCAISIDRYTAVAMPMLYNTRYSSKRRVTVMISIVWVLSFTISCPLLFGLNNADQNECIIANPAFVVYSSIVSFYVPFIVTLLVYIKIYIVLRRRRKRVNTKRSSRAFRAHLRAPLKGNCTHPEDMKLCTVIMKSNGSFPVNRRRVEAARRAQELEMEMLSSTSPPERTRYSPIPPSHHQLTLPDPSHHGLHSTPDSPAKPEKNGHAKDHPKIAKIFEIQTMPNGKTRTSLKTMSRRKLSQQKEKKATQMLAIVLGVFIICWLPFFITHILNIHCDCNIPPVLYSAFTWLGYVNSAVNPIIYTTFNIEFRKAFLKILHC
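Potentiation of an EC20 dopamine calcium response measured kinetically over 180 s, after a preceding 180 s compound-only read flagging agonists. Cells: inducible Hek293 Trex D2 line, 4000/well, cultured overnight at 30 C before dye loading.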
D1 PAM = enhances dopamine response at the human D1 receptor | P21728 | HEK293 TREx D1 cells, calcium flux, dopamine EC20 potentiation | potentiation, % at 10 µM | 0.036% of 360,000 active; in the data active = potentiation above about 30%; also: 0% is about no effect
Target sequence (P21728 whole entry, looked up): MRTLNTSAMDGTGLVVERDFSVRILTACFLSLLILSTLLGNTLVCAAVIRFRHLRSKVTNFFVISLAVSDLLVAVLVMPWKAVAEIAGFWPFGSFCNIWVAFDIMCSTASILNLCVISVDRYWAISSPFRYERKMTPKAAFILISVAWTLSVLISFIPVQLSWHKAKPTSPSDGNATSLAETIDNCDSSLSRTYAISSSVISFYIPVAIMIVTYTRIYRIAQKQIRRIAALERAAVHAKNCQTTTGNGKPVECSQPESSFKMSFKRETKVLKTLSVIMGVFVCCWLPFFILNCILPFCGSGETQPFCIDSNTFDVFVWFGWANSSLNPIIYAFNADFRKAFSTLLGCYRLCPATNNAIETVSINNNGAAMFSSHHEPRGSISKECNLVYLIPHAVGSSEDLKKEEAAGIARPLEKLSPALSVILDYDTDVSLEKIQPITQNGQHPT
D1 antagonist = human D1 dopamine receptor antagonism; P21728; HEK293 TREx D1 cells, calcium flux, dopamine EC80; active compounds read low; activity change, negative = inhibition, % at 10 µM; 3.2% of 360,000 active; in the data active = activity change below about -30%; also: % is scaled to controls: 0 for no effect and ±100 for the full control effect
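HEK293 T-REx cells expressing inducible, force-coupled D1 receptor; no-wash Ca dye, 30–90 min RT. Cmpd → 180 s read at 1 Hz → EC80 DA → 180 s read.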
Vif-APOBEC3F blk = blocks the Vif interaction with APOBEC3F. HeLa A3F-eYFP + Vif (tagged APOBEC3F with the HIV-1 protein that degrades it), YFP fluorescence increase. 0.2% of 390,000 active. Potency, µM (highest dose often 46.1 µM), inactives show at the top dose activity, negative = active; also: potency is read from the fitted curve at half-maximal effect; % of control where 0% means no effect; nearly all actives have a fitted effect of over 65% in size
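HeLa cells stably expressing A3F-eYFP plus Vif, plated and incubated overnight at 37 deg C, then exposed to compounds overnight at 37 deg C. Blocked degradation read as raised yellow fluorescence (Ex 488/Em 500-530).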
Vif-APOBEC3G blk = Vif-A3G binding inhibition; Q9HC16; HeLa A3G-eYFP + Vif (tagged APOBEC3G with the HIV-1 protein that degrades it), YFP fluorescence, overnight; Potency, µM (series often up to 46.1 µM), for the others: at the top dose activity, negative = active, actives largely listed as inhibitors; 0.076% of 410,000 active; AID 602310;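 also: potency is read from the fitted curve at half-maximal effect; % is scaled to controls: 0 for no effect and ±100 for the full control effect; nearly all actives have a fitted effect of over 60% in size; hits raise eYFP signal because A3G escapes Vif-driven loss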
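HeLa cells stably expressing Vif and C-terminally eYFP-tagged A3G, seeded overnight at 37 deg C, then exposed to compound by pintool overnight at 37 deg C. Rise in yellow fluorescence (Ex 488/Em 500-530, Acumen) marks blocked Vif-driven A3G degradation.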
Glioma ERSR ind = induces the endoplasmic reticulum stress response in human glioma cells. U87-MG GRP78 promoter luciferase reporter, 16 h. Potency, µM, for the others: top-dose activation, most hits filed as activators. 0.02% of 420,000 active. AID 602332; also: potency is read from the fitted curve at half-maximal effect; series mostly up to about 76 µM; % of control where 0% means no effect; nearly all actives have a fitted effect of over 35% in size
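Stably transfected U87-MG glioma cells carrying a GRP78-based luciferase sensor; 16 h compound incubation. Luminescence end-point read 10 min after Bright-Glo addition at room temperature.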
D1 agonist = activates the human D1 dopamine receptor. P21728. HEK293 T-REx D1 cells, calcium flux, agonist mode. activation, % at 2 µM. 1% of 360,000 active; in the data active = activation above about 30%; also: 0% is about no effect
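Tetracycline-induced HEK293 TREx D1 cells, force-coupled to calcium signalling, were dye-loaded with a no-wash calcium kit. Compound was pin-added after a 10 s baseline. Fluorescence was read kinetically at 1 cycle/s for 180 s, with calcium rises flagged as agonism.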
RXFP1 agonist = RXFP1 (human) receptor agonism; Q9HBX9; HEK293T-RXFP1 cAMP TR-FRET, 30 min; response scale: percent of porcine relaxin response, buffer zero; Potency, µM (top dose mostly 57.5 µM), without a hit: at the top dose activation, usual class: activators; 0.3% of 370,000 active; AID 2676; also: potency is read from the fitted curve at half-maximal effect; % is scaled to controls: 0 for no effect and ±100 for the full control effect; nearly all actives have a fitted effect of over 60% in size; many of its hits are not listed in these tables
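cAMP rise read by TR-FRET after 30 min, 37C compound exposure (up to 58 uM) in RXFP1-transfected HEK293 cells with Ro 20174 present. EC50 from Hill-equation fits, with 29 nM porcine relaxin as 100% and buffer as basal.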
Active calls of the source: *; / = not tested or not shown; & = joins results of further samples. Unless noted, calls follow the shape of the dose curve; as a rule, active = well fitted curve in the direction sought with a large enough effect; inconclusive = small, poorly fitted or top-dose-only effect, or another doubt; inactive = no such curve, though single readings can be large; an effect the other way counts as inactive or inconclusive. Some of the compounds tested; rates above refer to the full screens.

| canonical_smiles | Vif-APOBEC3F blk | D1 agonist | Glioma ERSR ind | LDHA block | Vif-APOBEC3G blk | D2 PAM | D1 PAM | D1 antagonist | RXFP1 agonist |
| --- | --- | --- | --- | --- | --- | --- | --- | --- | --- |
| O=C(COC(=O)c1ccccn1)Nc1cccnc1Cl | -27% | 4 | -3% | -2 | 1% | -5 | -10 | 7 | 1.7% |
| COC(=O)c1[nH]c2ccc(C)cc2c1NC(=O)CN1CCN(c2ccccc2)CC1 | -6% | 1 | -9% | 0 | 0% | 16 | -7 | 15 | 2.0% |
| Nc1ccc(C(=O)NC2CCSc3ccccc32)cc1[N+](=O)[O-] (configuration not stated) | 3% | 8 | 16% | -2 | -8% | -14 | -9 | -12 | 1.2% |
| C=CCSc1nc(O)c(C2OC(=O)c3c2ccc(OC)c3OC)c(=O)n1-c1ccccc1 (configuration not stated) | -9% | 1 | 2% | -2 | -9% | -5 | -3 | -2 | -3.5% |
| O=C(CCC1N=C2c3ccccc3N=C(SCC(=O)NCc3ccco3)N2C1=O)NCc1ccco1 (configuration not stated) | 8% | 5 | -6% | 2 | 0% | -10 | 0 | 12 | 13% |
| CCCCN=Cc1sc2ccc(OCC)cc2c1O | 1% | 1 | 3% | -5 | -2% | -16 | -8 | -17 | -2.4% |
| O=C(NC1CCCC1)c1cc(S(=O)(=O)N2CCCC2)ccc1Cl | 4% | 4 | -3% | -10 | 2% | -5 | -1 | -4 | -1.1% |
| COc1ccccc1CNC(=O)C1CCN(S(=O)(=O)c2ccc(N3CCCC3=O)cc2)CC1 | 3% | 1 | -4% | -4 | 0% | 5 | -1 | -20 | 0.1% |
| COc1cc(S(=O)(=O)Nc2ccncc2)ccc1F | -4% | 0 | 0% | 4 | 1% | -13 | -1 | -8 | 0.4% |
| Cc1cc(Cl)ccc1N(CC(=O)N=Nc1c(O)[nH]c2ccccc12)S(C)(=O)=O | 0% | 7 | -2% | -13 | 1% | 9 | -4 | 10 | -0.7% |
| COc1cc(C)c(/C=C(\C#N)C(=O)Nc2cccc(C)c2)cc1C(C)C | -11% | 6 | -3% | -3 | 1% | -24 | -1 | 16 | -0.6% |
| COc1ccc2[nH]c3c(c2c1)CCN1C(=O)C(CC(=O)NCCc2ccccn2)C[C@H](C(=O)N2CCOCC2)[C@@]31C (some centres not stated) | 1% | / | -2% | -5 | 1% | / | / | / | / |
| N#Cc1ccc(CN2CCN(C(=O)CNC(=O)Cc3cccc4ccccc34)CC2)cc1 | 5% | 6 | -4% | -4 | 1% | 4 | -2 | -3 | 1.7% |
| Cc1ccc(CCNC(=O)CCSCc2ccccc2Cl)cc1 | 2% | 2 | -4% | -1 | 1% | 1 | 0 | -3 | 0.0% |
| CCOc1ccccc1NC(=O)N1CCCC1C(=O)Nc1nnc(CC)s1 (configuration not stated) | -2% | 1 | -2% | -2 | 1% | -4 | -2 | 3 | 0.8% |

2 neighbouring records already listed, quoted:
| canonical_smiles | Vif-APOBEC3F blk | D1 agonist | Glioma ERSR ind | LDHA block | Vif-APOBEC3G blk | D2 PAM | D1 PAM | D1 antagonist | RXFP1 agonist |
| --- | --- | --- | --- | --- | --- | --- | --- | --- | --- |
| Cc1ccc(CCNC(=O)CCSCc2ccccc2Cl)cc1 | 2% | 2 | -4% | -1 | 1% | 1 | 0 | -3 | 0.0% |
| CCOc1ccccc1NC(=O)N1CCCC1C(=O)Nc1nnc(CC)s1 (configuration not stated) | -2% | 1 | -2% | -2 | 1% | -4 | -2 | 3 | 0.8% |

Other structures.
| canonical_smiles | Vif-APOBEC3F blk | D1 agonist | Glioma ERSR ind | LDHA block | Vif-APOBEC3G blk | D2 PAM | D1 PAM | D1 antagonist | RXFP1 agonist |
| --- | --- | --- | --- | --- | --- | --- | --- | --- | --- |
| O=C(O)CCN1C(=O)c2ccc(NC(=O)c3ccco3)cc2C1=O | 0% | 3 | -4% | -4 | 5% | -4 | 4 | 13 | 1.4% |
| C=CCSc1ncc(C#N)c(N)n1 | -12% | -3 | 0% | 2 | -4% | -10 | -6 | 4 | 1.8% |
| Cc1cccc(C(C(=O)NC2CCCC2)N(C(=O)c2csnn2)C2CCCC2)c1 (configuration not stated) | -9% | -1 | 0% | -4 | 0% | / | 3 | 8 | -3.1% |
| CCc1nc(Nc2ccc(NC(C)=O)cc2)c2oc3ccccc3c2n1 | 0% | 1 | -3% | 0 | 3% | 1 | -8 | -8 | 0.0% |
| S=c1[nH]c2ccccc2n1CCOc1ccccc1 | -6% | 1 | 2% | -2 | -2% | 9 | -2 | -6 | -1.4% |
| CSC[C@H](NC(=O)COc1cc2c(c3oc(=O)c(C)c(C)c13)CCC(C)(C)O2)C(=O)O | 20% | 2 | -4% | 6 | 3% | 2 | -2 | -5 | 1.2% |
| Cc1cccc(OCc2nnc(SCC(=O)NC3CCCCC3)n2C)c1 | -4% | 2 | -2% | 2 | 2% | -7 | -6 | 5 | -1.2% |
| O=C(NCO)c1cccnc1 | -6% | / | -2%&0% | -4 | 5% | / | / | / | / |
| Cc1cc(C)c(C(=O)OCC(=O)NCc2cccs2)c(C)c1 | 1% | 1 | 6% | -7 | -7% | -1 | 7 | -3 | -0.2% |
| CC(=O)C1CCC2C3CCC4=CC(=O)CCC4(C)C3(F)C(O)CC12C (configuration not stated) | -1% | / | -2% | -7 | -3% | / | / | / | / |
| CCNC(=S)N1CCN(CCN2C(=O)c3cccc4cccc(c34)C2=O)CC1 | 2% | 0 | 11% | -4 | -1% | 14 | -3 | 16 | 2.7% |
| O=C(Nc1nc(COc2ccccc2)cs1)C1CCC1 | -3% | 3 | 8% | -1 | 1% | 11 | -5 | -4 | 0.1% |
| CCCn1c(-c2cccnc2Cl)nc2cc(Cl)c(Cl)cc21 | -11% | 4 | -1% | -1 | -1% | -7 | -2 | -7 | 1.0% |
| CC(C)(C)OC(=O)N1CCC(Cc2cc(-c3cccc(Br)c3)no2)(C(=O)O)CC1 | 1% | 1 | -2% | 3 | -5% | 4 | -5 | -2 | -0.3% |
| O=S(=O)(c1ccc(Br)cc1)N1CCN(c2ccccc2)CC1 | 0% | 4 | -1% | -6 | 0% | -2 | 3 | 21 | 2.6% |

Profiles from above:
C=CCSc1ncc(C#N)c(N)n1 in the list: Vif-APOBEC3F blk = -12%; D1 agonist = -3; Glioma ERSR ind = 0%; LDHA block = 2; Vif-APOBEC3G blk = -4%; D2 PAM = -10; D1 PAM = -6; D1 antagonist = 4; RXFP1 agonist = 1.8%
Cc1cc(C)c(C(=O)OCC(=O)NCc2cccs2)c(C)c1 in the list: Vif-APOBEC3F blk = 1%; D1 agonist = 1; Glioma ERSR ind = 6%; LDHA block = -7; Vif-APOBEC3G blk = -7%; D2 PAM = -1; D1 PAM = 7; D1 antagonist = -3; RXFP1 agonist = -0.2%

(further entries)
| canonical_smiles | Vif-APOBEC3F blk | D1 agonist | Glioma ERSR ind | LDHA block | Vif-APOBEC3G blk | D2 PAM | D1 PAM | D1 antagonist | RXFP1 agonist |
| --- | --- | --- | --- | --- | --- | --- | --- | --- | --- |
| CCc1nnc(NS(=O)(=O)c2ccc(NC(=O)c3ccc(Br)cc3)cc2)s1 | 1% | 0 | 0% | -4 | 3% | 2 | -3 | 4 | 0.9% |
| Cc1cc(N2CCN(c3ccccc3F)CC2)nc2cc(O)ccc12 | -10% | 2 | 6% | -1 | 0% | -20 | -8 | -26 | 7.3% |
| COCCN(C(=S)Nc1cccc(Cl)c1C)C(C)c1ccco1 (configuration not stated) | -14% | 1 | 0% | -4 | -5% | -8 | -5 | -18 | 0.8% |
| Cn1c(SCC(=O)NC2CCCCC2)nnc1-c1cc2ccccc2o1 | 3% | 1 | 0% | -12 | -2% | 22 | 2 | -11 | 0.3% |
| Cn1c(Cn2cnc(Cl)c2Cl)nc2ccccc21 | 0% | 3 | 2% | -6 | 1% | 17 | -10 | 7 | 1.3% |
| CCn1c(Cc2ccc(OC)cc2)nc2ccccc21 | 13% | 3 | -1% | -2 | -9% | 5 | -1 | 7 | 1.6% |
| COCCCn1c(SCC(=O)N(C)C)nnc1-c1ccccc1 | 1% | -1 | -3% | -4 | 2% | -5 | -4 | -11 | 1.9% |
| Cc1ccc(C(=O)OCC(=O)Nc2cccc(Cl)c2C)c(O)c1 | 1% | 1 | -1% | -5 | -4% | 9 | 0 | -10 | 26% |
| O=C(CCNS(=O)(=O)c1ccc(Br)cc1)NCc1ccc2c(c1)OCO2 | -3% | 3 | -3% | 1 | -1% | -3 | 0 | 7 | 1.6% |
| CCOC(=O)c1nc(Nc2ccc(N3CCOCC3)cc2)c2ccccc2n1 | 11% | 1 | -3% | -3 | -3% | 7 | -1 | 12 | 1.1% |
| CCCCNC(=S)NNC(=O)c1cc(C2CC2)nc2ccccc12 | 3% | 2 | -2% | -1 | -2% | -15 | -2 | -8 | 0.6% |
| COc1cccc(NC(=S)N(CCc2c(C)[nH]c3ccccc23)Cc2cccs2)c1 | 0% | 0 | -2% | -1 | -7% | 0 | -2 | 1 | 1.9% |
| Cc1ccccc1CSc1nnc2ccc(-c3ccncc3)nn12 | 5% | 2 | -2% | -4 | -5% | 6 | -2 | 0 | 2.3% |
| Cc1ccc(NC(=O)c2ccc(OCC3CCCO3)cc2)cc1 (configuration not stated) | 0% | 4 | -1% | -11 | -2% | 6 | 1 | 4 | -0.7% |
| CC(=O)c1ccccc1NC(=O)CC1(CC(=O)O)CCCCC1 | -1% | 3 | 16% | -8 | 1% | -3 | -3 | 3 | 2.7% |
| O=C1CC(c2cccnc2)c2cc3c(cc2N1)OCO3 (configuration not stated) | 1% | 2 | 0% | 0 | -3% | -7 | 0 | 9 | 8.7% |
| CCOC(=O)C(Oc1ccc2c(-c3ccccc3)cc(=O)oc2c1)c1ccccc1 (configuration not stated) | -7% | 5 | -3% | 3 | 5% | -16 | -7 | -31* | 0.3% |

Single values from the results shown:
Cn1c(SCC(=O)NC2CCCCC2)nnc1-c1cc2ccccc2o1 in LDHA block = -12
Cn1c(Cn2cnc(Cl)c2Cl)nc2ccccc21 in D2 PAM = 17
